From PubChem BioAssay
NPR1 activator: GC-A (human) enzyme activation | AID 1671463 | HEK293 GC-A cells, cGMP TR-FRET, EC30 ANP; 0% at EC30 ANP, 100% saturating ANP | P16066 | activation, % at 10 µM | hit rate 0.14% among 370,000; in the data active = activation above about 40%
DAX1 inh-1: inhibitors of human orphan nuclear receptor DAX1 (NR0B1). hit rate 0.99% among 340,000. inhibition, % at 6.75 µM. AID 504766. HEK293 Gal4-DAX1 luciferase reporter, luminescence;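 active = inhibition above the mean over all tested compounds plus 3 SD, cut at about 4.2% in these data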;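 note: 0% = DAX1-transfected cells with DMSO and 100% = empty-vector control cells with DMSO; inhibition shows as a rise in luminescence from relieved DAX1 repression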
Target sequence (P51843 207-470 limits assumed): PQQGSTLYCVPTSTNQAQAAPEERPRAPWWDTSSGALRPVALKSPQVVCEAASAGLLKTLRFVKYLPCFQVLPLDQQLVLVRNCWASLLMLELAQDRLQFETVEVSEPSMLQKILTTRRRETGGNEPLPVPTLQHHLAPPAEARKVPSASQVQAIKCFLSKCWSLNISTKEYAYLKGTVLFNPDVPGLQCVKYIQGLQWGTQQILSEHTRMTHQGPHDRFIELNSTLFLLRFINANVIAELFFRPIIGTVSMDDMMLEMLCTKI
sPLA2-III inh: Blocks human group III sPLA2 activity | QFRET BODIPY PC-A2 liposome hydrolysis, fluorescence | Q9NZ20 | hit rate 0.56% among 370,000 | inhibition, % at 12.2 µM | AID 743126;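 active = inhibition above mean plus 3 SD of compounds lying within the high and low control bounds, cut at about 19% in these data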;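 note: 0% = median of test compound wells and 100% = no enzyme DMSO wells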
Target sequence (Q9NZ20 whole entry, looked up): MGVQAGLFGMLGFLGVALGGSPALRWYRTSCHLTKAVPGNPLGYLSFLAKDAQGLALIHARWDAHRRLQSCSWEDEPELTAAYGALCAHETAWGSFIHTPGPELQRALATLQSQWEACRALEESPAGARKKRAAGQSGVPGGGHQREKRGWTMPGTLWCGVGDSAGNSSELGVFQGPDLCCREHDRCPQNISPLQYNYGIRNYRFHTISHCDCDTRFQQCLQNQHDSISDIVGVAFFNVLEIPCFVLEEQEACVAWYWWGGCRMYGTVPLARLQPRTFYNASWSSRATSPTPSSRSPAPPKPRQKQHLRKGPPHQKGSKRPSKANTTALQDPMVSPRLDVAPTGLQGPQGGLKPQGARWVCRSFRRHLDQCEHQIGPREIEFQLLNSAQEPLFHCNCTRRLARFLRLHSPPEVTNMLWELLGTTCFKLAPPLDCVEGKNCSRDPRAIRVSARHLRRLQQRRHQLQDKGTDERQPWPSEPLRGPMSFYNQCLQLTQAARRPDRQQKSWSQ
ssDAF12 agonist: activators of S. stercoralis DAF-12 nuclear receptor; hit rate 1% among 370,000; activation, % at 6.8 µM; AID 652126; HEK293 ssDAF-12/GRIP1 lit1-tk-luc reporter, luminescence; % of 3 µM dafachronic acid response;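 active = activation above the mean over all tested compounds plus 3 SD, cut at about 0.9% in these data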;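 note: 0% = DMSO-only wells and 100% = 3 µM delta7-dafachronic acid wells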
GAA850 FXN act: increases GAA850 frataxin promoter reporter activity; HEK293 lucGAA850 FXN promoter luciferase reporter, 24 h; percent of 10 µM SAHA response; activation, % at 6 µM; hit rate 0.56% among 360,000; AID 540364;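 active = activation above the average of all compounds screened plus 3 SD, cutoff fixed separately per campaign, cut at about 7.5% in these data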;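 note: 0% = DMSO wells and 100% = 10 µM SAHA wells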
hcDAF-12 act: H. contortus DAF-12 activation, primary screen. activation, % at 6.8 µM. hit rate 1.4% among 370,000. HEK293 hcDAF-12 lit1-tk-luc reporter, luminescence; 0% DMSO, 100% Δ7-dafachronic acid;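 active = activation above the mean of all tested compounds plus 3 SD, cut at about 5.5% in these data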;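 note: 100% = response to 3 µM Δ7-dafachronic acid high control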
NPR2 activator: GC-B (human) receptor activation; P20594; hit rate 0.11% among 370,000; activation, % at 10 µM; HEK293-GC-B cells, CNP EC30, cGMP TR-FRET; 0% at EC30 CNP, 100% saturating CNP;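 active = activation at 10 µM reaching about 35% in either raw or pattern-adjusted values, limit read from the data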
SMARCA2 activ: SMARCA2 function activation, primary screen. MG213 cells, MMTV-luciferase reporter, dexamethasone, overnight. hit rate 1% among 370,000. activation, % at 9.1 µM; in the data active = activation above about 7.8%;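 note: 0% = vehicle wells and 100% = reference activator wells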
hgDAF12 agonist: hgDAF-12 agonism, primary luciferase screen | HEK293 GAL4-hgDAF12 UAS-luciferase reporter, agonist luminescence; normalized to butyrate control | activation, % at 6.8 µM | hit rate 1.8% among 370,000;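 active = activation above a cutoff set at the mean of all screened compounds plus 3 SD, cut at about 10% in these data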;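 note: 0% = DMSO wells and 100% = sodium butyrate wells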
DAX1 inh-2: DAX1 (NR0B1) inhibition, primary screen; inhibition, % at 6.8 µM; AID 652010; HEK293T StAR-luciferase reporter, SF-1/DAX-1 repression relief; hit rate 1.1% among 370,000;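 active = inhibition above the mean over all tested compounds plus 3 SD, cut at about 3.6% in these data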;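 note: 0% = DAX-1 cells with DMSO and 100% = cells lacking DAX-1 with DMSO; higher inhibition means more luminescence from relief of DAX-1 repression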
KLK7 zymogen act: proKLK7 (human) activation, primary screen; hit rate 0.9% among 370,000; activation, % at 7 µM; P49862; purified proKLK7, EDANS-DABCYL substrate fluorescence; 100% is mature enzyme control, 0% vehicle;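 active = activation above the mean of all tested compounds plus 3 SD, computed per campaign excluding outliers beyond control limits, cut at about 13% in these data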
Target sequence (P49862 whole entry, looked up): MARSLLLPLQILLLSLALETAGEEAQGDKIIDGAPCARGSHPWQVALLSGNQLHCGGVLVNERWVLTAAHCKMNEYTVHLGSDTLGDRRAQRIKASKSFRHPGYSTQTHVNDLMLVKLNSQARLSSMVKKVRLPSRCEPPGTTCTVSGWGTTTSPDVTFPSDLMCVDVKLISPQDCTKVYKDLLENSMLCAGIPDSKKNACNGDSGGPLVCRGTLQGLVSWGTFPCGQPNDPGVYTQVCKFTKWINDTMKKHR
An asterisk follows results filed as active; . = no result given.

Molecule | NPR1 activator | DAX1 inh-1 | sPLA2-III inh | ssDAF12 agonist | GAA850 FXN act | hcDAF-12 act | NPR2 activator | SMARCA2 activ | hgDAF12 agonist | DAX1 inh-2 | KLK7 zymogen act
CCOC(=O)c1c(C)[nH]c(C)c1C(=O)COC(=O)c1cccnc1Cl | 2 | -1.0 | 7 | -1.3 | -1.4 | 1.3 | -2 | -5 | 2.0 | -0.3 | 0.4
O=C(CN1C(=O)NC2(CCCCC2)C1=O)Nc1ccc2c(c1)CCC2 | 1 | -0.7 | -2 | -1.7 | 0.9 | 1.0 | -2 | 1 | -3.5 | -3.0 | -0.3
COc1ccccc1CCn1cnc(-c2ccc(Br)cc2)c1C(C)C | -9 | . | -8 | -1.5 | . | -1.4 | -2 | -4 | 0.3 | -2.4 | 0.8
CCN1C(=S)N[C@@H](c2ccccc2)C(C(=O)OC)=C1C | 35 | 0.8 | -1 | -1.1 | 1.4 | -1.7 | 46* | 0 | 0.4 | -0.4 | 0.6
Cc1ccc(S(=O)(=O)c2ccc(Cl)cc2)cc1S(=O)(=O)NC(C(=O)O)C(C)C (stereo not given) | 0 | -0.5 | 12 | -1.8 | 3.0 | -2.1 | -1 | -4 | -2.8 | 0.3 | 0.1
Cc1cc(-c2ccccc2)nc(N(C)NC(=O)c2ccc(Cl)cc2)c1S(C)(=O)=O | -2 | 0.4 | -6 | -0.9 | -1.1 | -1.3 | 1 | 2 | -2.7 | -0.3 | -0.6
CC(=O)N1CCN(C(=S)NC(=O)C23CC4CC(CC(C4)C2)C3)CC1 | 8 | 2.6 | 7 | -0.6 | 2.0 | -1.2 | 0 | -3 | -1.7 | 0.8 | -0.2
O=C(Cn1c(=O)n2ncnc2c2c3c(sc21)CCCC3)c1ccccc1 | 14 | -0.8 | -5 | -1.7 | -0.5 | -0.1 | 5 | 2 | -1.7 | -0.1 | 0.3
COc1ccc(-n2cc([N+](=O)[O-])c(=O)c3ccc(Cl)cc32)cc1 | -2 | 1.6 | 3 | -1.2 | -0.2 | -0.4 | -5 | -1 | 0.5 | 0.1 | -0.3
CCOc1ccccc1NC(=O)c1sc2nc(C)nc(N3CCOCC3)c2c1C | -7 | 0.5 | 2 | -1.3 | 2.0 | -1.6 | -3 | -1 | 0.3 | 0.1 | -0.8
CCC(CC)C(=O)Nc1cccc(C(=O)Nc2nccs2)c1 | 5 | -0.2 | -3 | -1.6 | -2.5 | -3.0 | 13 | 1 | -1.7 | -0.6 | -0.6
CN(C)CCCN(C(=O)c1sc2ccccc2c1Cl)c1nc2c(F)cccc2s1 | -14 | 1.2 | 8 | -1.3 | -5.1 | 1.1 | 3 | 0 | 0.3 | 0.2 | -0.3
O=C(O)CCCCCCCCCCCNC(=O)NC12CC3CC(CC(C3)C1)C2 | 1 | -0.1 | 5 | -1.3 | -0.2 | -0.3 | -1 | 1 | 0.9 | 0.2 | -0.1
COc1ccc(OCC(=O)N2CCN(c3cccc(Cl)c3)CC2)cc1 | -6 | 0.6 | -1 | -1.0 | -0.2 | -1.1 | -7 | -3 | -2.1 | -0.1 | 0.2
Cc1cc(C(F)(F)F)nn1CC(=O)N(C)C1CCCCC1 | 4 | -0.3 | 7 | -1.8 | 0.5 | -1.8 | 7 | 1 | -0.1 | -0.6 | -0.5
CCCCC(CC)CNC(=O)c1cc2ccccc2c(=O)o1 (stereo not given) | 0 | -2.2 | 8 | -1.8 | 1.3 | 0.3 | -1 | -1 | 3.1 | -0.2 | -0.1
COC(=O)c1cc2cc(OC)ccc2n1C | -7 | 1.5 | 7 | -1.2 | -1.5 | -0.2 | 2 | -1 | 1.6 | 0.4 | -0.9
CCN(CC(=O)Nc1c(C(=O)OC)[nH]c2ccccc12)c1ccc2c(c1)OCO2 | -8 | -2.0 | 6 | -1.1 | -1.8 | -0.7 | -7 | -4 | -0.8 | -1.2 | 0.3
COC(=O)/C=C/C(=O)N1CCN(c2ccccc2)CC1 | -6 | 2.0 | -4 | -0.8 | -0.8 | -0.4 | 0 | 1 | 3.0 | -0.6 | 0.0
COc1ccc(-c2cc(C(=O)O)c(C)o2)cc1OC | 2 | -2.8 | 2 | -0.6 | 0.7 | 0.0 | -2 | 7 | -2.1 | -0.5 | 0.6

Molecule | NPR1 activator | DAX1 inh-1 | sPLA2-III inh | ssDAF12 agonist | GAA850 FXN act | hcDAF-12 act | NPR2 activator | SMARCA2 activ | hgDAF12 agonist | DAX1 inh-2 | KLK7 zymogen act
CCN(CC)S(=O)(=O)c1ccc(N2CCN(c3ccccc3OC)CC2)c(N)c1 | 2 | -3.0 | 4 | -1.7 | -1.8 | -4.8 | 0 | -6 | -5.8 | -1.2 | -0.1
CCC1CCCCN1CCCNC(=O)c1ccc(/C=C2/Sc3ccccc3NC2=O)cc1 (stereo not given) | -8 | 0.4 | -28 | -0.7 | 1.9 | 1.0 | -6 | 2 | 3.9 | 0.1 | 0.6
COC(=O)CCn1c(C)cc(C(=O)COc2ccccc2C(N)=O)c1C | 2 | -2.8 | 1 | -3.0 | -2.5 | -3.5 | 1 | -5 | -2.7 | -3.0 | 1.5
CCCCc1nnc(NC(=O)C2CC(=O)N(Cc3ccccc3)C2)s1 (stereo not given) | -1 | 0.6 | -10 | -1.1 | 0.9 | -0.6 | -6 | 1 | -1.0 | 0.3 | -0.2
Cc1noc(NC(=O)c2c(-c3c(Cl)cccc3Cl)noc2C)c1[N+](=O)[O-] | -2 | . | -1 | -0.8 | -0.3 | 0.0 | -1 | -4 | 0.4 | -0.2 | 0.0
CCC(=O)NNc1nc2c(Cl)cccc2s1 | 4 | 2.0 | 3 | -0.4 | 0.3 | 0.8 | 6 | -3 | -0.1 | -0.2 | 0.0
CN1C(=O)c2ccccc2C(C(=O)NCC2CCCO2)C1c1c[nH]c2ccccc12 (stereo not given) | -5 | 1.0 | -3 | 0.1 | -1.0 | 2.5 | 5 | 1 | 1.4 | 0.1 | 0.4
O=C(CNC(=O)c1nc[nH]c1C(=O)NCc1ccccc1)OCc1ccccc1 | -1 | -1.1 | -16 | -1.2 | -1.5 | -1.5 | 8 | -1 | -0.8 | -0.1 | 0.8
COc1cc(C(=O)OCc2cc3ccccc3[nH]c2=O)cc(OC)c1OC | 7 | 1.8 | -1 | -0.7 | 0.6 | -0.7 | 4 | 1 | 2.6 | 0.3 | 0.2
O=C(Nc1ccccc1N1CCCCC1)c1ncoc1-c1cccc(F)c1 | 0 | 1.4 | -1 | -0.9 | 2.4 | 7.0* | -7 | 1 | 1.1 | 0.6 | 0.9
CC(=O)N(Cc1ccc(F)cc1)c1cccc(C)c1C | -12 | 0.4 | 4 | -1.5 | -3.0 | -1.5 | -3 | -2 | -0.5 | -0.3 | -0.3
O=S(=O)(c1ccccc1)[C@@]1(c2ccc(Br)cc2)C[C@@H]2ON=C(c3ccccc3)[C@@H]2C1 | -9 | 0.2 | -4 | -0.9 | -0.3 | -1.4 | -10 | 1 | -0.1 | 0.1 | -0.1
C/C(=N/NS(=O)(=O)c1cccc([N+](=O)[O-])c1)c1c[nH]c2ccccc12 | 2 | 0.2 | 2 | -0.1 | 1.5 | 3.5 | 11 | -2 | 1.3 | 0.8 | -0.1
c1ccc(Cn2ncc3ccccc32)cc1 | -2 | -0.4 | -9 | -1.2 | 1.8 | -1.2 | 2 | -2 | 4.6 | 0.4 | 0.0
CCc1cccc(Nc2cc(C)nc3nc(C)nn23)c1 | 2 | 4.3* | -3 | -1.2 | -2.8 | -1.7 | 1 | -1 | 2.6 | -1.1 | 0.9
CCC1(CC)C(=O)C2=C3C1[C@H](C(=O)OC)C=C(C(=O)OC)C[C@H]3n1c(=O)n(-c3ccccc3)c(=O)n1[C@H]2C (stereo not given in full) | 0 | 1.3 | -3 | -1.6 | 0.3 | 0.3 | 0 | 1 | 1.9 | 0.4 | 0.6
COc1ccc(C2/C=C\CNCC(=O)N2Cc2ccc(F)cc2)cc1 (stereo not given) | -1 | -0.1 | 2 | -1.3 | -1.7 | -0.4 | 5 | 1 | 0.2 | -0.1 | 0.7
O=C(N/N=C/c1ccc(OC2CSC2)cc1)c1ccc(CN2CCOCC2)cc1 | -5 | -2.2 | 3 | -1.8 | -2.0 | -1.6 | 1 | -3 | -1.3 | -0.2 | 1.0
CN1C(=S)SC(/[N+]([O-])=C\c2ccco2)C1(C)C (stereo not given) | 2 | 1.4 | 11 | -1.2 | -1.4 | -0.8 | -2 | 2 | -0.5 | 0.1 | -0.1
CC1(C(=O)NS(=O)(=O)c2ccc(C#N)cc2)CCN1C(=O)Cc1cc(F)ccc1F (stereo not given) | 1 | . | 5 | -1.1 | 1.5 | 0.5 | -3 | -2 | -1.4 | -0.1 | -0.1

Molecule | NPR1 activator | DAX1 inh-1 | sPLA2-III inh | ssDAF12 agonist | GAA850 FXN act | hcDAF-12 act | NPR2 activator | SMARCA2 activ | hgDAF12 agonist | DAX1 inh-2 | KLK7 zymogen act
COc1ccccc1CCNC(=O)C1CCN(c2nnc(C)c3c(C)n(-c4ccc(C)cc4)nc23)CC1 | 6 | 0.2 | -4 | -1.7 | -1.4 | -3.7 | -2 | -2 | 2.4 | -0.5 | -2.2
Cc1ccc(CCNC(=O)C2CCN(S(=O)(=O)c3ccc4c(c3)CCC(=O)N4)CC2)cc1 | 2 | 1.1 | -3 | -0.4 | -1.6 | -0.2 | 3 | 0 | 1.1 | 0.9 | 0.8
CC(C)n1ncc2c(C(=O)Nc3ccc(S(N)(=O)=O)cc3)cc(C3CC3)nc21 | -5 | -0.1 | -8 | -1.4 | 0.3 | -2.4 | -3 | -2 | -0.6 | -2.4 | 11
COC(=O)c1ccc(NC(=S)N2CCN(CCO)CC2)cc1 | -1 | -1.2 | 0 | -1.6 | 0.1 | -2.8 | -10 | -2 | 0.2 | 0.2 | -0.2
Cc1nc(NC(=S)NC(=O)c2ccccc2)sc1C(=O)N(C)C | 3 | 1.9 | 16 | -1.6 | 0.5 | 1.5 | 4 | -1 | 1.7 | 1.9 | -0.5
Cc1ccc(Cn2ncc3c(NCCN(C)C)ncnc32)cc1 | 1 | -0.5 | -2 | -0.9 | -2.2 | -2.1 | 1 | -2 | -0.8 | -0.3 | 0.2
Cc1ccc(OCC(=O)NCC2CCCO2)c(C)c1 (stereo not given) | 0 | 0.7 | -1 | -0.7 | 1.8 | 1.6 | 0 | -1 | 1.3 | 1.1 | 0.0
Nc1cccc(-c2nc3ccccc3s2)c1 | 4 | 0.8 | 0 | 1.4* | 3.5 | 12* | 5 | 2 | 13* | 3.0 | 1.2
Clc1ccccc1Nc1c2c(nc3ncnn13)CCC2 | 8 | -1.4 | -9 | -1.9 | 4.8 | -3.1 | 4 | -1 | -2.7 | -0.1 | -0.3
CCOC(=O)Cc1csc(NC(=O)CSc2nccn2C)n1 | 1 | -0.5 | 4 | -1.6 | 1.1 | 1.4 | -6 | -4 | -3.0 | 1.2 | -0.1
CCOC(=O)N1CCN(c2nc(-c3cccc(OC)c3)cc(C(F)(F)F)n2)CC1 | -1 | 0.2 | -1 | -0.9 | 1.9 | -0.6 | -7 | -2 | 2.6 | -0.1 | -0.5
